Screens: PubChem, several laboratories
PDI inh: blocks human protein disulfide isomerase activity; hit rate 0.052% among 350,000; inhibition, % at 10 µM; P07237; PDI insulin aggregation turbidity, A650, 90 min;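 active = mean inhibition across replicates of 30% or more, whatever share of single replicates reach that level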;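 also: absorbance from insulin aggregation driven by PDI reduction with DTT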
ABCB6 inh MLPCN: human ABCB6 transporter inhibition; Q9NP58; K562-ABCB6 porphyrin accumulation, flow cytometry, 1 h; hits give low values; fluorescence ratio to DMSO, % at 10 µM; hit rate 0.19% among 360,000; AID 602162;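 active = fluorescence ratio to DMSO below 75%, the collection mean minus 3 SD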;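 also: signal is porphyrin accumulated inside mitochondria; 100% equals median channel fluorescence of DMSO control wells; lower ratio means ABCB6 inhibition with less porphyrin fluorescence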
ABHD5-PLIN5 inh: blocks binding of human ABHD5 to perilipin-5; Q00G26+Q8WTS1; Split G. princeps luciferase complementation, luminescence, 4 h; inhibition, % at 4 µM; hit rate 0.78% among 360,000; AID 602281;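 active = inhibition above the mean inhibition across every tested compound plus 3 SD, cut at about 22% in these data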;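 also: 0% = DMSO only wells and the 100% control is not disclosed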
H9c2 protect: modulators protecting cardiomyocytes from myocardial damage; H9c2 cardiomyocytes, H2O2 injury protection, ATPLite, 2 h; protection from H2O2 cell death, % at 20 µM; hit rate 0.63% among 360,000; AID 588492;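 active = compounds giving at least 50% protection of heart cells from peroxide-induced death in the single-dose screen, raw or plate-pattern-corrected value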;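 also: 0% = DMSO wells with peroxide and 100% = DMSO wells without peroxide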
MC4R antag cAMP: human MC4R antagonism in cAMP assay; hit rate 0.48% among 360,000; inhibition, % at 6.5 µM; MC4R-expressing cells, MTII-stimulated cAMP, LANCE TR-FRET; AID 540295; P32245;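 active = inhibition above its plate's cutoff, the mean of tested wells on that plate plus 3 SD, cut at about 29% in these data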;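 also: 0% = Melanotan II alone and 100% = Melanotan II plus saturating MCL0020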
Target sequence (P32245 whole entry, looked up): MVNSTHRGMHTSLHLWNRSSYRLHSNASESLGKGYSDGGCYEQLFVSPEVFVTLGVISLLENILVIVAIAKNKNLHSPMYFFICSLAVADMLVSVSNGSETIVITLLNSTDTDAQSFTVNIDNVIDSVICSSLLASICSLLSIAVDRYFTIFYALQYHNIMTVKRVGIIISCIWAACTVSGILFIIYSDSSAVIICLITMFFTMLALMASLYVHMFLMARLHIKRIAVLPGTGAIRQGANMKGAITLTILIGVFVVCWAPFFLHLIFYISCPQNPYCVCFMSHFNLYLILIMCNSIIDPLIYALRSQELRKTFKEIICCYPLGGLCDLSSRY
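Material: U2OS-MC4R stable cell line | Reagent: Melanotan II challenge after compound preincubation | Doses: One concentration, 6.5 µM nominal | Incubation: 30-min compound preincubation, 1-h Melanotan II challenge, 1-h detection, room temperature | Signal: TR-FRET cAMP assay | Replicates: One well per compound, no replicates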
CaV13 FRET inh: Primary screen for inhibitors of IQ motif and Ca2+-dependent inactivation inhibitor domain binding in CACNA1D, Förster resonance energy transfer in living cells, …; inhibition, % at 12.3 µM; hit rate 0.098% among 340,000; HEK cells, CFP/YFP FRET ICDI-IQ, plate reader, 10 min; percent FRET-ratio fall versus neutral wells; AID 743397;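 active = mean replicate inhibition of at least 30% and at least 1% of replicates passing that level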;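 also: 0% = median of the neutral control wells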
MC4R ag barr: activates human MC4R beta-arrestin recruitment; U2OS MC4R beta-arrestin complementation, luminescence; percent of melanotan II response, DMSO zero; hit rate 0.98% among 360,000; activation, % at 8.9 µM; P32245;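 active = activation above a per-plate cutoff, the mean activation of sample wells on that plate plus 3 SD, cut at about 8% in these data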
Glyco luc inh: blocks N-linked glycosylation in D54 reporter cells | D54 ERlucT glycosylation luciferase reporter, 24 h; percent of 100 nM tunicamycin response | reporter increase, % at 12.5 µM | hit rate 0.23% among 360,000;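 active = mean luciferase reporter signal, scaled so untreated is 0 and the glycosylation-blocking control 100, at or above a set limit in every replicate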;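 also: luciferase carries N-glycosylation sites so blocking glycosylation raises the light; 0% = median of neutral control wells and 100% = median of 100 nM tunicamycin wells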
HTR2A ag: activates the mouse 5-HT2A serotonin receptor; AID 624169; activation, % at 7.6 µM; CHO-K1 mHTR2A beta-arrestin complementation, luminescence; percent of 30 µM serotonin response; hit rate 0.66% among 360,000; P35363;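 active = activation above a run cutoff, the mean activation of all tested compounds plus 3 SD, cut at about 14% in these data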;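 also: 0% = plate median of compound wells and 100% = 30 µM serotonin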
Target sequence (P35363 whole entry, looked up): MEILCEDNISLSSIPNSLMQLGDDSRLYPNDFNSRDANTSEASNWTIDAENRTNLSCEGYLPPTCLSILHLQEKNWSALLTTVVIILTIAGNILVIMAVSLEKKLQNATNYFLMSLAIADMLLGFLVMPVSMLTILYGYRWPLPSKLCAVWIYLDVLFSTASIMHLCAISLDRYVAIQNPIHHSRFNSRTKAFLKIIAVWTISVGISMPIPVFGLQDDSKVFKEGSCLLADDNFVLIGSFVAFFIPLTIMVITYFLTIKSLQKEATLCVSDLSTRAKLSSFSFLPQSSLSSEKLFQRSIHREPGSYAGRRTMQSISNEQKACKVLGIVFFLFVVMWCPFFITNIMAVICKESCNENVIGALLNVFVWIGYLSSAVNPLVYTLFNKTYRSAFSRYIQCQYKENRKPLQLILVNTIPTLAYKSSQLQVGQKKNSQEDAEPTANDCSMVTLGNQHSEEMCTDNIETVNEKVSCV
Granule exo inh: blocks lytic granule exocytosis; AID 651702; inhibition, % at 10 µM; TALL-104 LAMP-1 surface exposure, flow cytometry; cells stimulated with thapsigargin and PMA; hit rate 0.66% among 360,000;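 active = inhibition above about 55%, limit read from the data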
Active calls of the source: *; . = no result given.

SMILES,PDI inh,ABCB6 inh MLPCN,ABHD5-PLIN5 inh,H9c2 protect,MC4R antag cAMP,CaV13 FRET inh,MC4R ag barr,Glyco luc inh,HTR2A ag,Granule exo inh
Cc1cc(Cl)c(S(N)(=O)=O)cc1OCC(=O)NC1CCCCC1,-4,96,3,-2,6,-2,-1.9,-1,3,-2
COc1ccc(C(C(=O)NC2CCCC2)N(C(=O)c2ccco2)c2ccc(OC)c(OC)c2)cc1 (configuration not stated),1,95,2,12,2,-3,-1.5,1,-1,2
COc1ccc2c(c1)c(=O)oc1c(C)c(OCc3cc(C(=O)O)oc3C)ccc12,-2,97,5,-5,11,-4,-0.7,0,-4,6
Cc1cc(C)c(S(=O)(=O)N2CCN(C(=O)C3COc4ccccc4O3)CC2)c(C)c1 (configuration not stated),13,97,-5,-1,1,-16,-0.4,-3,-2,-2
CC(C)COC(=O)Nc1ccc(C(=O)O)cc1,0,96,-2,4,6,-7,1.1,0,-3,-2
COc1ccc(NC(=O)COC(=O)CC2CCCC2)cc1,3,100,-1,0,6,-6,-1.2,0,5,3
COc1cc2c(C#N)c(N3CCN(C)CC3)nc(N)c2c(N)n1,17,97,3,6,0,-4,-2.4,7,-6,6
O=[N+]([O-])c1ccc(OCC(O)CN2CCN(c3ccccc3F)CC2)cc1 (configuration not stated),-5,99,-1,-4,5,-3,2.0,0,20*,6
O=C1C(F)=CC(COC(c2ccccc2)(c2ccccc2)c2ccccc2)OC1n1cc(F)c(=O)[nH]c1=O (configuration not stated),9,93,42*,-18,29*,-6,-5.0,-21,-7,41
O=C(CCc1nnc(CCCc2ccccc2)o1)NCC(F)(F)F,-3,93,12,-4,2,-6,0.9,1,-5,12
Cc1ccc(N2CC(C(=O)Nc3c4c(nn3C(C)(C)C)CS(=O)(=O)C4)CC2=O)cc1 (configuration not stated),3,96,3,-2,-2,.,-0.7,1,10,-3
Cc1cc(N2O[C@]34C=C[C@]25C[C@@H](O)CC[C@]5(C)C3CC[C@]2(C)[C@@H]([C@H](C)/C=C/[C@H](C)C(C)C)CC[C@H]24)no1 (some centres not stated),-7,100,4,-3,1,-5,0.4,-3,8,1
Cc1ccc(NC(=S)NNC(=O)c2c([N+](=O)[O-])c(C)nn2C)cc1,7,102,-6,6,4,-4,-0.7,3,0,-4
COc1ccc(CC(=O)Nc2c(C(N)=O)oc3ccccc23)cc1,16,97,-1,10,1,-13,-1.7,1,7,-1
O=C(Nc1ccc2c(c1)OCCO2)C1c2ccccc2OCC(=O)N1Cc1ccco1 (configuration not stated),.,97,-1,.,.,-7,.,.,-3,0
CC(=O)c1ccc2ccccc2c1OC(=O)c1ccncc1,-4,99,-1,7,3,-5,-1.7,0,-2,0
COc1ccc(-n2cc(CNC3CCC(O)CC3)c(-c3cccc(F)c3)n2)cc1 (configuration not stated),3,106,5,11,11,-4,0.3,-1,-2,0
Cc1nnc(NC(=O)c2ccc(F)c(S(=O)(=O)N3CCOCC3)c2)s1,10,89,-4,0,-6,-5,-3.8,2,1,-3
Cc1cc(C)c(C#N)c(SCC(=O)Nc2ccccc2C)n1,2,98,0,2,7,-4,-2.5,-3,1,1
CCOC(=O)c1ccc(NC(=O)NC(C)C2CCCO2)cc1 (configuration not stated),7,86,5,-3,0,-6,-1.0,1,-2,-2
COc1ccc(/C=N/NC(=O)C(=O)NCc2cccnc2)cc1,1,101,-2,0,11,6,-1.7,2,0,-2
O=C(NCc1ccncc1)Nc1cccc([N+](=O)[O-])c1,-3,95,-6,-1,6,-2,-2.4,1,-7,-4
CCC1=NN(C(=O)Cc2ccc([N+](=O)[O-])cc2)C(O)(c2ccc(Br)cc2)C1 (configuration not stated),-8,98,-1,8,-3,-3,-0.4,-2,-1,-3
CC(C)(C)n1nc2c(c1NC(=O)c1ccccc1)CS(=O)(=O)C2,-1,102,2,-2,-2,-2,-2.0,2,-4,-1
CCCC(NCC(O)COc1ccc(-c2ccccc2)cc1)c1ccccc1 (configuration not stated),-15,102,-10,-24,6,-3,5.4,-5,-4,33
Cc1cccc(NC(=O)c2c([N+](=O)[O-])c(C(C)(C)C)nn2C)c1,-12,99,-1,-8,8,-5,0.0,-2,6,1
Cc1ccccc1Nc1nc(N)nc(COC(=O)c2cccc(S(=O)(=O)NCc3ccccc3)c2)n1,17,93,-6,2,12,-3,-1.2,1,-10,3
COc1ccc(NC(=O)C2(C)Cc3c(-c4ccc(C(N)=O)cc4)ccnc3O2)cc1OC (configuration not stated),4,119,7,16,8,-5,-1.9,0,-6,41
O=C(NC(c1ccc(Cl)cc1)c1cnccn1)C1CCN(CCCOc2ccccc2)CC1 (configuration not stated),-2,99,-6,0,1,-11,-0.1,-1,-6,7
O=S(=O)(NCC(c1cccnc1)N1CCN(c2ccc(F)cc2)CC1)c1cc(F)ccc1F (configuration not stated),3,93,3,6,12,.,1.7,-1,-4,-2
OC(c1ccc(Cl)cc1)c1ncc(-c2ccc(Oc3ccccc3)cc2)[nH]1 (configuration not stated),-33,92,-9,-21,8,-6,3.7,-5,5,1
COc1ccc(Cl)cc1NC(=O)C(C)Sc1n[nH]c(N)n1 (configuration not stated),4,201,7,15,8,-5,-2.2,-1,3,5
CSc1ncnc2c1ncn2CCCNCc1ccc(C)o1,-2,99,-3,-1,19,-3,0.7,1,1,-3
CCOc1ccc(-c2c(C(=O)N/N=C/c3ccc(OC)cc3)nnn2-c2nonc2N)cc1,-5,100,1,0,5,-6,-2.2,5,1,6
CCCCOC(=O)C1=C(C)NC(=O)NC1c1cccc([N+](=O)[O-])c1 (configuration not stated),9,93,3,-10,4,-5,-1.3,0,5,11
O=C(CCc1ccccc1)NCc1ccc2c(c1)OCO2,-8,95,-4,4,5,-4,-0.2,-1,4,-1
O=C(NCC(=O)N(Cc1ccccc1)C(C(=O)NC1CCCC1)c1ccncc1)c1ccco1 (configuration not stated),-3,86,2,6,-2,.,-2.3,-1,4,0
CCCCCCC[C@@H](C/C=C/CCC(=O)N(C)C/C(=C/Cl)C/C(=C\C(=O)N1CC(OC)=CC1=O)OC)OC,6,106,-1,-37,24,-5,-1.6,77*,-1,2
CCc1nnc(NC(=O)CSc2nc3c(c(=O)n2C)SC(C)C3)s1 (configuration not stated),.,98,0,-4,7,-3,-1.2,3,2,-3
COc1ccc(NC(=S)N(CCCN2CCCC2)Cc2ccco2)cc1,0,95,-6,10,17,-20,-2.4,1,-8,2
CN(C)S(=O)(=O)c1cccc(NC(=O)COC(=O)CCSc2ccc(Cl)cc2)c1,6,71*,-14,-10,0,-11,-0.8,0,-2,1
COc1ccc(Nc2oc(COc3ccccc3F)nc2C#N)cc1,.,109,-2,-2,14,-4,-1.2,-1,-3,2
Fc1ccc(CSc2ncnc3nc[nH]c23)cc1,-2,95,3,20,-9,-6,-1.8,-1,8,-6
CCOc1cc(Cl)c(NC(=O)c2ccco2)cc1OCC,-1,105,-1,-4,-3,-3,-0.7,6,4,-7
CC1=NN(C)C(=O)C1Cc1c(F)cccc1Cl (configuration not stated),5,99,5,4,19,1,0.0,-1,-1,3
C[C@@H]1CN([C@@H](C)CO)C(=O)CCCn2nncc2CO[C@@H]1CN(C)C(=O)c1ccncc1,5,100,1,-4,0,-4,0.8,2,-2,-1
COc1ccc(C(O)(c2ccccc2OC)C(CN2CCOCC2)c2ccccc2)cc1 (configuration not stated),5,87,0,6,7,-2,-0.8,-5,6,2
CC(C)NC(=S)N1CCCN(c2ncccc2[N+](=O)[O-])CC1,-2,93,-5,-2,10,-5,-0.6,1,5,-1
CCNC(=O)c1cc(S(=O)(=O)N(C)C)c(Cl)cc1Cl,1,101,8,0,-5,-8,4.1,2,0,10
O=C(CSc1nnc(CNC(=O)c2ccc(F)cc2)o1)Nc1ccc2c(c1)OCO2,10,100,-3,2,3,-6,-2.8,.,-3,1
CCCN1CCC(=O)N([C@H](CSc2ccc(Br)cc2)Cc2ccccc2)CC1,-3,100,10,-2,4,.,-1.6,-4,-5,-17
COc1ccc(-c2cc(C(=O)Nc3cc(S(N)(=O)=O)ccc3C)c3ccccc3n2)cc1OC,1,89,1,28,2,-14,0.6,-2,-5,3
COc1ccc(CCNC(=O)c2c(C)cc(=O)oc2C)cc1OC,6,103,-4,7,4,-7,-2.4,-1,2,0
Cn1nc(C(C)(C)C)cc1NC(=O)C1(C)CCN1C(=O)Cc1ccc(-c2ccccc2)cc1 (configuration not stated),7,101,-4,-5,6,-5,-1.4,-1,-3,3
ClCc1c2ccccc2cc2ccccc12,-4,107,-5,-5,10,-5,3.0,0,-4,2
N/C(=N\c1nc2ccccc2o1)NC(=O)C(Cc1ccccc1)N1C(=O)c2ccccc2C1=O (configuration not stated),-9,106,-6,25,15,.,-0.6,2,-8,0
CCOCCCN(C(=O)CNC(=O)c1ccco1)C(C(=O)NC1CCCC1)c1ccccc1C (configuration not stated),-4,89,4,7,2,-3,-0.5,0,4,1
Cc1ccccc1Cn1nc(C)c(NC(=O)c2ccccc2)c1C,-4,104,3,1,-2,-2,0.3,0,4,0
CCN1C(=O)/C(=C/c2cccs2)SC1=Nc1ccc(OC)cc1,5,97,-1,4,4,.,-0.5,-7,-4,-6
O=c1c2cc(Cl)ccc2[nH]c(=S)n1Cc1ccccn1,7,99,-4,-4,2,-5,-2.4,1,1,-2
CCCCNC(=O)CN1CCC2(O)CCCCC2C1c1ccccc1OC (configuration not stated),-5,101,2,1,15,-5,-0.6,-1,-1,4
CC1(C)CC(=O)C2=C(C1)N(c1ccccc1)C(N)=C(C#N)C2c1ccsc1 (configuration not stated),-1,103,-3,6,3,-5,-1.7,1,-3,4
COc1ccc(-n2nnnc2C(c2ccccc2)N2CCN(C/C=C/c3ccccc3)CC2)cc1 (configuration not stated),.,101,17,-4,.,-6,.,-3,-10,17

Arranged by value in Granule exo inh (falling): three from the list above
SMILES,Granule exo inh
Cn1nc(C(C)(C)C)cc1NC(=O)C1(C)CCN1C(=O)Cc1ccc(-c2ccccc2)cc1 (configuration not stated),3
COc1ccc(C(O)(c2ccccc2OC)C(CN2CCOCC2)c2ccccc2)cc1 (configuration not stated),2
Cc1ccccc1Cn1nc(C)c(NC(=O)c2ccccc2)c1C,0
